RGS4 inh: human RGS4 inhibition. HEK293 M3R/RGS4 inducible, Fluo-4 calcium flux; hits give high values; triggered by carbachol at its EC20. actives 0.45% (n = 310,000). AID 463165. P49798. B-score at 10 µM;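 active means B-score, a plate-corrected calcium signal, over three deviations above library mean, with baseline fluorescence within five deviations of library mean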;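 further: RGS4 expression induced by doxycycline in cells with stable M3 receptor; B-score is computed from the integrated fluorescence ratio over baseline after carbachol; higher B-score means a larger calcium signal and so more RGS4 inhibition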
Target sequence (P49798 whole entry, looked up): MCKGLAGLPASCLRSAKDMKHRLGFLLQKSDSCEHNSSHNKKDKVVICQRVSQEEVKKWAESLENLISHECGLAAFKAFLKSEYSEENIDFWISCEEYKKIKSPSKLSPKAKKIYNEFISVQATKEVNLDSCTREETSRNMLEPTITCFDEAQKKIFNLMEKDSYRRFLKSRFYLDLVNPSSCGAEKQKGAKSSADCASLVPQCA
KCNK3 inh: human KCNK3 channel inhibition, primary screen; O14649; actives 0.84% (n = 340,000); B-score at 10 µM; CHO-KCNK3 thallium flux, FluxOR fluorescence; hits give low values;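 active means B-score under library mean minus 4 SD, starting fluorescence ratio at most library mean plus 5 SD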;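 further: more negative B-score means stronger inhibition of thallium flux through KCNK3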
Target sequence (O14649 whole entry, looked up): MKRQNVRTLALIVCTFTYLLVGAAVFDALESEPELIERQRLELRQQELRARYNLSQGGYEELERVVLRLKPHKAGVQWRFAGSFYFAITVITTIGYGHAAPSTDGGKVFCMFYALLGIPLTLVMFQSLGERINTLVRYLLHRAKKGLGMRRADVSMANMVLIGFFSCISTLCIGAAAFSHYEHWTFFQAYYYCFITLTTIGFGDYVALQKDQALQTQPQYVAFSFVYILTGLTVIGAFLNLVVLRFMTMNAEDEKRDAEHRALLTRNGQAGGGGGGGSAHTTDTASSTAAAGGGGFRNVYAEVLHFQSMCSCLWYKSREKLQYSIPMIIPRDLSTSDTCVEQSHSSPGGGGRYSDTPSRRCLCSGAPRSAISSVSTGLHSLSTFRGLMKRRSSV
hERG protect: compounds protecting human hERG from proarrhythmic drug block | Q12809 | CHO-hERG, FluxOR thallium flux, dofetilide IC70 present | activation (rescue from dofetilide block), less the hit threshold, % at 10 µM | AID 1511 | actives 0.51% (n = 310,000);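 active means activation above the mean of controls blocked by dofetilide plus 5 SD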;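 further: thallium influx through hERG after potassium depolarization seen as dye fluorescence rise; in these data hits start at about 4.7%; inactives centre near -7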
RGS4 act: potentiators or activators of RGS4. HEK293 M3R/inducible RGS4, carbachol calcium flux Fluo4; hits give low values. B-score at 10 µM. actives 0.92% (n = 310,000);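 active means B-score of the integrated calcium signal more than 4 SD below the library mean, with starting fluorescence not abnormally high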;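 further: negative B-score means reduced calcium response which marks RGS4 activation or potentiation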
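System – HEK293 FlpIn-TREx cells, stable M3R, doxycycline-inducible RGS4 · Reagent – ECmax carbachol challenge · Times – compound preincubation 20 min at room temperature before agonist · Technique – Fluo4 fluorescence kinetic imaging of calcium · Measure – B score of integrated Fluo4 ratio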
GSK3A inh: human GSK-3 alpha kinase inhibition. ADP-Glo luminescence, 60 min. inhibition, % at 10 µM. P49840. actives 0.1% (n = 320,000);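 in the data active means inhibition above about 50%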;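 further: GST-tagged GSK-3 alpha with peptide substrate and 25 µM ATP; 0% = DMSO neutral wells and 100% = GW8510 positive control wells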
KCNQ1 block: inhibitors of human KCNQ1 potassium channel. P51787. CHO-K1 KCNQ1, FluxOR thallium flux fluorescence; hits give high values. B-score at 10 µM. actives 1.3% (n = 310,000). AID 2642;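 active means compounds whose thallium flux B-score, printed positive for inhibition, exceeds three library SD while starting fluorescence stays within three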;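 further: channel opened by potassium depolarization with thallium stimulus after 20 min compound exposure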
DYRK1A inh: blocks rat Dyrk1A kinase activity; inhibition, % at 12.5 µM; AID 504441; Q63470; actives 0.43% (n = 310,000); ADP-Glo luminescence, NFATc1 peptide; in the data active means inhibition above about 50%;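 further: plate controls were vehicle with enzyme for no effect and no enzyme for full effect; many of its hits are not listed in these tables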
PolyA inh: yeast polyadenylation inhibition. S. cerevisiae SKY197-pL101 polyadenylation reporter, beta-gal luminescence; efflux-impaired pdr1/pdr3 knockout yeast; score 100 = 6 SD above DMSO. calls only at 12 µM. actives 0.02% (n = 300,000);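 active means lowest replicate activity score at least 50, where 100 means six control SD above control mean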;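 further: yeast exposed to compound for 9 h at 30 °C; higher score means more reporter readthrough which indicates perturbed polyadenylation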
GSK3beta inhib: human GSK3beta kinase inhibition | actives 0.038% (n = 300,000) | activity score (negative = inhibition), % at 10 µM | AID 2097 | GST-GSK3beta kinase, ADP-Glo luminescence, 60 min; hits give low values;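 active means more than half of replicate wells score below -50%, meaning over 50% inhibition versus plate controls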;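 further: 0% = median DMSO wells and -100% = median GW8510 positive control wells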
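Assay system: GST-fused GSK3beta enzyme, cell-free / Medium: Tris pH 7.5 buffer with MgCl2, DTT, BSA, heparin / Also added: peptide substrate plus 25 µM ATP (final) / Compound: 10 µM single point / Timing: kinase reaction with compound 60 min at room temperature / Detection: ADP-Glo luminescence / Benchmarks: DMSO neutral wells and GW8510 at 20 µM as positive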
KCNK9 block: human KCNK9 channel inhibition | Q9NPC2 | HEK293 KCNK9, FluxOR thallium flux fluorescence; hits give low values | B-score at 10 µM | actives 1.2% (n = 310,000) | AID 488922;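 active means ratio B-score over 3 SD below the library mean, with starting fluorescence within 5 SD of its mean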;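 further: negative B-score means less thallium flux so channel inhibition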
Target sequence (Q9NPC2 whole entry, looked up): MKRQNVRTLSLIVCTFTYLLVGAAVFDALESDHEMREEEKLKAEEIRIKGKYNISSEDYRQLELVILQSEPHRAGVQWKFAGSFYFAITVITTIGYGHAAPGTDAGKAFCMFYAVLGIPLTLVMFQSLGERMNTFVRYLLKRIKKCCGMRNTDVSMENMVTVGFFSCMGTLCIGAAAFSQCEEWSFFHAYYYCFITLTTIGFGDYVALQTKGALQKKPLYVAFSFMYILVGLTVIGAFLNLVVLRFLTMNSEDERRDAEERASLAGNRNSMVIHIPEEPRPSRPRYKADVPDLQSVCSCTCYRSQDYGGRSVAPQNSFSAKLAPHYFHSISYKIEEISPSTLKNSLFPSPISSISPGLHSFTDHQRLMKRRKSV
KCNQ1 pot: potentiators or activators of human KCNQ1 potassium channel; CHO-K1 KCNQ1, thallium flux FluxOR fluorescence; hits give high values; B-score at 10 µM; actives 0.35% (n = 310,000); AID 2648;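 active means fluorescence ratio B-score, a plate-corrected score, at least three library SD, with initial intensity B-score within 5 SD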
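assay system = CHO-K1 cells stably expressing KCNQ1 | medium = assay buffer, equal DMSO in all wells | timing = 37 °C overnight plating, 90-min dark dye load, 20-min compound pretreatment | measured by = kinetic FluxOR thallium fluorescence, 10-s 1-Hz baseline, 110-s post-stimulus read | measure = fluorescence change relative to baseline, converted to B score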
* hit, by the source's call; i = inactive; . = not tested or not shown. An excerpt; the hit share may differ from the screen's.

The opening two entries as a preview:
SMILES	RGS4 inh	KCNK3 inh	hERG protect	RGS4 act	GSK3A inh	KCNQ1 block	DYRK1A inh	PolyA inh	GSK3beta inhib	KCNK9 block	KCNQ1 pot
O=C(O)CCCCOn1ccnc1	i	i	-9	i	0	i	-1	i	2	i	i
O=[N+]([O-])c1ccc(N2CCSCC2)cc1	i	i	-8	i	-2	i	-1	i	-2	i	i

The listing (from the top)
SMILES	RGS4 inh	KCNK3 inh	hERG protect	RGS4 act	GSK3A inh	KCNQ1 block	DYRK1A inh	PolyA inh	GSK3beta inhib	KCNK9 block	KCNQ1 pot
O=C(O)CCCCOn1ccnc1	i	i	-9	i	0	i	-1	i	2	i	i
O=[N+]([O-])c1ccc(N2CCSCC2)cc1	i	i	-8	i	-2	i	-1	i	-2	i	i
CCCOP(=O)(c1ccc(N(C)C)cc1)C(O)c1cc(OC)ccc1OC (configuration not stated)	i	i	-12	i	-1	i	-3	i	3	i	i
COc1cccc(/C=N/NC(=O)c2nnn(-c3nonc3N)c2C(C)C)c1OCc1ccc(F)cc1	i	i	-11	i	0	i	0	i	-4	i	i
COc1cccc(NC(=O)CN(C)CC(=O)Nc2ccc(Br)cc2)c1	i	i	-13	i	-3	i	.	i	2	i	i
Cc1ccnc(NC(=O)c2ccc3c(c2)C(=O)N(CC2CCCO2)C3=O)c1 (configuration not stated)	i	i	3	i	-1	i	3	i	0	i	i
Cc1ccc(NC2=C/C(=N/S(=O)(=O)c3cccs3)c3ccccc3C2=O)cc1C	i	i	-7	i	-1	i	-6	i	4	i	i
CCN(CC)S(=O)(=O)c1ccc(-c2nnc(SCC(=O)N3c4ccccc4CC3C)n2CC)cc1 (configuration not stated)	i	i	-2	i	-1	i	-3	i	1	i	i
CN1CCN(/N=C/c2nc(-c3ccccc3Cl)n3ccccc23)CC1	i	i	-14	i	2	i	-4	i	2	i	i
COC(=O)c1cc[n+](CC(=O)c2ccccc2)cc1	i	i	0	i	-1	i	2	i	-2	i	i
Cc1cc(C)c2cc(CN(CCO)C(=O)Nc3ccc(F)cc3)c(=O)[nH]c2c1	i	i	-5	i	-4	i	2	i	-5	i	i
COc1ccc(OCC(=O)Nc2ccc(S(=O)(=O)N(C)c3ccccc3)cc2)cc1	i	i	-8	i	.	i	3	i	-1	i	i
C/C(=N/Nc1nc(-c2ccccc2F)nc2ccccc12)c1ccccc1O	i	i	-9	i	2	7*	11	i	2	-7.3*	i
COc1ccc(CN2CCC(N3CC(C)OC(C)C3)CC2)c(OC)c1OC (configuration not stated)	i	i	-6	i	3	i	.	i	.	i	i
CCc1ccc(NC(=O)C(=O)NNC(=O)c2cccc(OC)c2)cc1	i	i	38*	i	3	i	2	i	1	i	76*
Cc1cc(C)nc(N=Nc2c(O)n(Cc3ccc(Cl)cc3)c3ccccc23)n1	i	i	-4	i	0	i	3	i	0	-18*	i
COc1cccc(NC(=O)CN(C)C(=O)CSC(=S)N2CCCC2)c1	i	i	-7	i	0	i	1	i	0	i	i
Cc1cc(C(C#N)c2ccccc2)n2ncnc2n1 (configuration not stated)	i	i	-5	i	47	i	0	i	.	i	i
O=S(=O)(NCCc1ccncc1)c1cc(Br)ccc1F	i	i	2	i	0	i	18	i	4	i	i
CCOc1ccc(Nc2c3ccccc3nc3ccccc23)cc1	i	i	-11	i	0	i	.	i	-5	i	i
C/C(=N/NC(=O)c1cc(C)[nH]n1)c1ccncc1	i	i	-3	i	1	i	3	i	-3	i	i
Cc1ccc(-c2nn(Cc3ccccc3)cc2/C=C/C(=O)O)cc1	i	i	-7	i	4	i	1	i	-1	i	i
O=C(c1cc(-c2ccccc2)n[nH]1)N1CCc2c([nH]c3ccccc23)C1c1ccccn1 (configuration not stated)	7.3*	i	-4	i	0	i	-4	i	-3	i	i
CCOC(=O)C(CCCCCOc1ccccc1[N+](=O)[O-])C(=O)OCC	i	i	-8	i	-3	i	2	i	1	i	i
CCOc1ccccc1CN1CCN(C2CCSCC2)CC1CCO (configuration not stated)	i	i	-5	i	-1	i	0	i	0	i	i
COCCCNC(=S)Nc1ccc(C)cc1[N+](=O)[O-]	i	i	-11	i	0	i	1	i	-9	i	i
O=C(NC(=O)c1ccccc1F)OCc1ccc(Cl)cc1Cl	i	i	-9	i	-4	i	7	i	2	i	i
CC1CCCC(C)N1C(=O)c1ccc(S(=O)(=O)NCc2ccco2)cc1 (configuration not stated)	i	i	-4	i	1	i	-3	i	-1	i	i
O=[N+]([O-])c1ccc2sc(SCc3nc4ccccn4c3Br)nc2c1	i	.	-8	i	0	i	.	i	1	i	i
Cc1ccccc1-c1nnnn1C1CCS(=O)(=O)C1 (configuration not stated)	i	i	-3	i	-2	i	-2	i	0	i	i
CCOC(=O)C1(CCOc2ccccc2)CCN(Cc2ccc(-n3cccn3)cc2)CC1	i	i	-31	i	-1	i	0	i	1	i	i
O=C(CSc1ccccc1)Nc1nnc(-c2ccco2)o1	i	i	-12	i	-1	i	-3	i	1	i	i
CCOc1ccccc1NC(=O)CSc1nc(=O)n(CCCN2CCOCC2)c2c1CCCC2	i	i	-11	i	-2	i	7	i	0	i	i
CCOc1ccccc1-n1nnnc1SCC(=O)O	i	i	-13	i	-6	i	0	i	-2	i	i
O=C(CSc1ncccn1)n1c2c(c3ccccc31)CCCC2	i	i	3	i	-1	i	6	i	0	i	i
Cc1ccc2nc(-c3ccc(NC(=O)CN4CCN(C(=O)c5ccco5)CC4)cc3)sc2c1	i	i	-1	i	2	i	-7	i	0	i	i
Cc1ccccc1C(=O)c1cccn1CC(=O)NCCC1=CCCCC1	i	i	-2	i	3	i	1	i	1	i	i
O=C(NCc1ccc(F)cc1)C1CCCN1C(=O)Nc1cccc(F)c1 (configuration not stated)	i	i	-9	i	-2	i	-4	i	1	i	i
O=C(O)C1CCN(c2ncccn2)CC1	i	i	-3	i	-3	i	10	i	1	i	i
COc1ccc(CCNC(=O)C2CCCN(c3ncnc4c3nc3n4CCCCC3)C2)c(OC)c1 (configuration not stated)	i	i	-12	i	2	i	-1	i	1	i	i
CCOC(=O)C1(Cc2ccccc2C(F)(F)F)CCN(C(C)CSC)CC1 (configuration not stated)	i	i	-18	i	-3	i	9	i	3	i	i
CC(=O)CSc1ccc(-c2nc3ccccc3[nH]2)cn1	i	i	-19	i	2	i	3	i	-4	i	i
CCN(Cc1ccccc1)C(=O)c1cccc(S(=O)(=O)N2CCN(c3ccc(F)cc3)CC2)c1	i	i	-13	i	-1	i	12	i	3	i	i
COCCn1c(C)cc(C(=O)COC(=O)C2CC(=O)N(CCc3ccc(OC)c(OC)c3)C2)c1C (configuration not stated)	i	i	-16	i	0	i	2	i	2	i	i
O=C(Cc1ccc(Br)cc1)NCCc1ccc(F)cc1	i	i	-9	i	-4	i	1	i	-1	i	i
Cc1c(N2C(=O)/C(=C\c3ccccc3O)SC2=S)c(=O)n(-c2ccccc2)n1C	i	i	17*	i	0	i	-3	i	2	i	42*
COc1cc(/C(C)=N/NC(=S)NC(C)C)cc(OC)c1OC	i	i	-8	i	2	i	-3	i	1	i	i
CC1CN(Cc2cc(=O)n3ccsc3n2)CC(C)O1 (configuration not stated)	i	i	-5	i	0	i	-2	i	2	i	i
O=S(=O)(c1ccccc1)N1CCN(S(=O)(=O)c2ccccc2)C1	i	i	-3	i	-1	i	3	i	0	i	i
COc1cccc(N2CCN(C(=O)/C=C/c3ccco3)CC2)c1	i	i	-16	i	-2	i	-3	i	3	i	i
CCn1c(SCC(=O)Nc2ccc(N3CCOCC3)cc2)nnc1-c1ccc(OC)cc1	i	i	-10	i	0	i	8	i	4	i	i
NCCOc1ccc(C23CC4CC(CC(C4)C2)C3)cc1	11*	i	-22	i	7	7*	3	i	-13	i	i
CCC(=O)NCc1ccc2[nH]c(C)cc2c1	i	i	-1	i	1	i	-6	i	3	i	i
COc1cc(C(=O)N2CCN(Cc3ccccn3)CC2)cc(OC)c1OC	i	i	-6	i	-1	i	.	i	-20	i	i
COc1cc(-c2nnc3sc(Cc4ccc(Cl)cc4)nn23)cc(OC)c1OC	i	i	-6	i	0	i	5	i	2	i	i
O=C(c1ccc(Cl)cc1)c1cnc(Nc2ccccc2Cl)s1	i	i	-8	i	-5	i	-1	i	0	i	i
COc1ccc(NC(=O)c2sc3ncn(CC(=O)N4CCCCC4)c(=O)c3c2C)cc1OC	i	i	-10	i	-1	i	-4	i	-1	i	i
Cc1ccc(NC(=O)c2cnccn2)nc1	i	i	-10	i	.	i	3	i	1	i	i
CCOC(=O)c1csc(NC(=O)COc2ccc(Cl)cc2Cl)n1	i	i	-8	i	-1	i	-1	i	0	i	i
O=C(Nc1nc2c(s1)CCCC2)c1cccnc1	i	i	-12	i	7	i	10	i	0	i	i

Record cards, as listed above.
O=C(c1ccc(Cl)cc1)c1cnc(Nc2ccccc2Cl)s1 in the list: RGS4 inh: i; KCNK3 inh: i; hERG protect: -8; RGS4 act: i; GSK3A inh: -5; KCNQ1 block: i; DYRK1A inh: -1; PolyA inh: i; GSK3beta inhib: 0; KCNK9 block: i; KCNQ1 pot: i
COc1cc(C(=O)N2CCN(Cc3ccccn3)CC2)cc(OC)c1OC in the list: RGS4 inh: i; KCNK3 inh: i; hERG protect: -6; RGS4 act: i; GSK3A inh: -1; KCNQ1 block: i; DYRK1A inh: .; PolyA inh: i; GSK3beta inhib: -20; KCNK9 block: i; KCNQ1 pot: i

Next section:
SMILES	RGS4 inh	KCNK3 inh	hERG protect	RGS4 act	GSK3A inh	KCNQ1 block	DYRK1A inh	PolyA inh	GSK3beta inhib	KCNK9 block	KCNQ1 pot
O=C(NCc1ccccc1)c1ccc(S(=O)(=O)N2CCCc3ccccc32)cc1	i	i	-15	i	-3	i	-7	i	3	-7.3*	i
CN(C)c1ccc(CN(Cc2ccco2)C(=O)c2ccco2)cc1	i	i	-10	i	.	i	-1	i	-1	i	i
CCOC(=O)c1nnsc1N	i	i	-6	i	3	i	-15	i	6	i	i
O=C(NNC(=O)c1ccco1)c1ccccc1	i	i	-6	i	-1	i	-4	i	-9	i	i
O=C(CCN1C(=O)c2ccccc2C1=O)NC(=S)Nc1cccc(Cl)c1	i	i	-4	i	5	i	4	i	3	i	i
COC(=O)c1nc2n(n1)C(c1ccc(OC)c(OC)c1)C(C(=O)OC1CCCCC1)=C(C)N2 (configuration not stated)	i	i	-13	i	0	i	4	i	-8	i	i

Source: PubChem (several laboratories)
